TRPV1 ag = HTS Assay for Compounds that Act as Agonists of the Vanilloid Receptor 1. 0.19% of 320,000 active. AID 540275, 2011. activation, % at 8.33 µM. TRPV1-expressing cells, Fluo-8 calcium influx, agonist mode; in the data active = activation above about 80%; inconclusive = between about 30% and that limit; note: 0% is about no effect
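Fluo-8 calcium influx in TRPV1-expressing cells, kinetic read (ex 480/em 520 nm). Compound added and read 3 min for agonist activity, followed by capsaicin at EC20 final and 2 min further read for enhancement.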
S-ASM inh = Inhibitors of Secretory Acid Sphingomyelinase (S-ASM): qHTS; Potency, µM (doses to about 57.5 µM), for the others: at the highest dose activity change, negative = inhibition, hits mostly inhibitors; placental ASM, HMU-PC fluorogenic substrate, 60 min; AID 504937, 2011; 0.006% of 340,000 active; note: potency is the fitted concentration of half-maximal effect
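Fluorogenic HMU-PC substrate (9 uM final) is turned over by placental ASM in 60 min at 37 C after a 10 min compound preincubation. Reaction ended by alkaline stop (pH 10), with fluorescence read at 386/447 nm.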
ELG1 genotox = qHTS screen for small molecules that induce genotoxicity in human embryonic kidney (HEK293T) cells expressing luciferase-tagged ELG1 | HEK293T ELG1-luciferase reporter, luminescence, 16 h | Potency, µM (series often up to 46 µM), for the others: top-dose activity change, positive = activation, most hits filed as activators | 1.3% of 330,000 active; note: potency is the fitted concentration of half-maximal effect; % of control where 0% means no effect; nearly all actives have a fitted effect of over 60% in size
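Reporter readout depends on ELG1 protein level, which increases with genetic stress. After 16 hr compound exposure at 37 °C, luciferase activity was quantified using ONE-Glo.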
BRCA1 expr up = qHTS Assay to Identify Small Molecule Activators of BRCA1 Expression | MCF7-BRCA1-FFLuc reporter, luminescence, 48 h; response scale: scaled: vehicle 0%, 10 µM genistein 100% | 1.1% of 380,000 active | Potency, µM (highest dose often 46.1 µM), without a hit: at the highest dose activation, most hits filed as activators; note: potency is the fitted concentration of half-maximal effect; nearly all actives have a fitted effect of over 80% in size; some results filed as inactive show a strong effect at the top dose
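48 h compound treatment of MCF7-BRCA1-FFLuc cells (phenol-red free MEM, 37 °C), then 15 min with luciferase substrate and luminescence imaging.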
Eya2 phos inh = qHTS Assay for Inhibitors of the Phosphatase Activity of Eya2 | Protein phosphatase EYA2 (Homo sapiens), O00167 | recombinant Eya2, OMFP fluorescence dephosphorylation (OMFP is methylfluorescein phosphate) | Potency, µM (doses to about 76.9 µM), for the others: at the highest dose activity, negative = inhibition, hits mostly inhibitors | 0.006% of 330,000 active; note: potency is the fitted concentration of half-maximal effect; % is set by controls: 0 for no effect and ±100 for the full control effect
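Eya2 (0.2 uM) preincubated 10 min at ambient with compound, then OMFP substrate added at 50 uM; 10 min reaction in 50 mM HEPES pH 7.5, 50 mM NaCl, 5 uM MgCl2, 0.05% BSA, 1 mM DTT. Fluorescence read at Ex 485/Em 525 nm.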
B2AR arrestin = qHTS assay of beta-arrestin-biased ligands of beta2-adrenergic receptor; 0.02% of 330,000 active; Beta-2 adrenergic receptor (Homo sapiens), P07550; beta-arrestin recruitment to beta2AR, cell-based reporter; Potency, µM (doses to about 46.1 µM), for inactives: at the highest dose activation, most hits filed as activators; AID 492947, 2010;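 note: potency is the fitted concentration of half-maximal effect; 0% = DMSO controls and full agonism = EC100 isoproterenol or metaproterenol; nearly all actives have a fitted effect of over 65% in size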
uPA surface inh = qHTS for Inhibitors of Cell Surface uPA Generation. cell surface uPA generation assay, qHTS. 0.31% of 330,000 active. Potency, µM (doses to about 38.3 µM), for the others: at the top dose activity change, negative = inhibition, most hits filed as inhibitors; active = well fitted inhibition curve with a large enough effect; inconclusive = small, poorly fitted or top-dose-only effect; inactive = no such curve, though single readings can be large or run the other way; tested in mouse RAW 264.7 cells; note: potency is the fitted concentration of half-maximal effect; % is set by controls: 0 for no effect and ±100 for the full control effect; nearly all actives have a fitted effect of over 55% in size
USP2a block = qHTS Assay for Inhibitors of Ubiquitin-specific Protease USP2a Using CHOP2 as the Reporter; Ubiquitin carboxyl-terminal hydrolase 2 (Homo sapiens), O75604; USP2 core, Ub-CHOP2 coupled fluorogenic reporter, 485/531; Potency, µM (doses to about 38.3 µM), inactives show at the top dose activity change, negative = inhibition, most hits filed as inhibitors; 0.01% of 330,000 active; AID 463254, 2010;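 note: potency is the fitted concentration of half-maximal effect; plate controls were DMSO wells for no effect and full inhibition by NEM control for full effect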
Target sequence (O75604 whole entry, looked up): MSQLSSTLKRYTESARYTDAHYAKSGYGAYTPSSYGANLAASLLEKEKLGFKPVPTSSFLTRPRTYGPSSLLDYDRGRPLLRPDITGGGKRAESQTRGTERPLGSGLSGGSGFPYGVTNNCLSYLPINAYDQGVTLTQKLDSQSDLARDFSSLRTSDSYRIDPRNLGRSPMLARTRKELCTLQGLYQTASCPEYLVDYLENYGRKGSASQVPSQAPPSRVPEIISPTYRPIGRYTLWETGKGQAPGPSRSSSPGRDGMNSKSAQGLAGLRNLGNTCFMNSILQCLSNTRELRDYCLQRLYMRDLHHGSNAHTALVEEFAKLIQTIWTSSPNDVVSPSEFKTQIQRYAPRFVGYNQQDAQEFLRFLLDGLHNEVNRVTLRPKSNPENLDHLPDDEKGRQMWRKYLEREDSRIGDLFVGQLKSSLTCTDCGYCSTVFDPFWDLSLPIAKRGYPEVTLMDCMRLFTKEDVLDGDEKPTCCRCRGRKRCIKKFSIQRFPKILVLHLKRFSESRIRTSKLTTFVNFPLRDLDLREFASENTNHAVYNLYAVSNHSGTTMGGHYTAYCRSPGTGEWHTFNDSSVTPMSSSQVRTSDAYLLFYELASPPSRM
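USP2 core (10nM final) preincubated 30min RT with compound in 20mM Tris-HCl pH 8.0, 2mM CaCl2, 2mM beta-mercaptoethanol, 0.05% CHAPS; 25nM Ub-CHOP2 plus 25nM reporter substrate added, fluorescence (Ex485/Em531) read after 60min.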
p53 reactivation = qHTS assay for re-activators of p53 using a Luc reporter; H1299 p53-A138V BP100-luciferase reporter, luminescence, 24 h; Potency, µM (highest dose often 92.2 µM), for inactives: at the highest dose activity change, positive = activation, most hits filed as activators; 0.063% of 320,000 active; note: potency is the fitted concentration of half-maximal effect; % of control where 0% means no effect; nearly all actives have a fitted effect of over 45% in size
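p53-null H1299 cells stably carrying temperature-sensitive p53-A138V and a BP100-luciferase reporter were pinned with compounds (4-point, 1:5 series) and held 24 hrs at 37 deg C. Luminescence was read 10 min after detection reagent.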
a7 integrin act = qHTS for Activators of Integrin-Mediated Alleviation for Muscular Dystrophy; alpha7betagal myoblasts, beta-gal FDG fluorescence, 48 h; Potency, µM (doses to about 38.3 µM), for inactives: top-dose activation, usual class: activators; 0.064% of 350,000 active; AID 624291, 2012;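 note: potency is the fitted concentration of half-maximal effect; 100% = response of the positive control SU9516; nearly all actives have a fitted effect of over 60% in size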
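Alpha7betagal+/- myoblasts (passage 13) were plated 16-24 hr, then exposed to compounds (1:260 dilution of DMSO stock) for 48 hours at 37C. After MPER lysis, β-galactosidase reporter activity was read as FDG fluorescence (ex 480/em 540) after 30 minutes.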
PTAP TSG101 blk = qHTS Assay for Iinhibitors of HIV-1 Budding by Blocking the Interaction of PTAP/TSG101; Tumor susceptibility gene 101 protein (Homo sapiens), Q99816; Fluorescence polarization, FITC-PTAP peptide / Tsg101 binding; Potency, µM (top dose mostly 115 µM), for inactives: at the top dose activity change, negative = inhibition, hits mostly inhibitors; 340,000 tested, under 10 active; active = well fitted inhibition curve with a large enough effect in the main read-out, with a control signal flat, not every such curve was filed as active; inconclusive = small, poorly fitted or top-dose-only effect, or effect the other way, or a change in a side signal; inactive = no such curve, though single readings can be large or run the other way; note: potency is the fitted concentration of half-maximal effect; % of control where 0% means no effect
Target sequence (Q99816 whole entry, looked up): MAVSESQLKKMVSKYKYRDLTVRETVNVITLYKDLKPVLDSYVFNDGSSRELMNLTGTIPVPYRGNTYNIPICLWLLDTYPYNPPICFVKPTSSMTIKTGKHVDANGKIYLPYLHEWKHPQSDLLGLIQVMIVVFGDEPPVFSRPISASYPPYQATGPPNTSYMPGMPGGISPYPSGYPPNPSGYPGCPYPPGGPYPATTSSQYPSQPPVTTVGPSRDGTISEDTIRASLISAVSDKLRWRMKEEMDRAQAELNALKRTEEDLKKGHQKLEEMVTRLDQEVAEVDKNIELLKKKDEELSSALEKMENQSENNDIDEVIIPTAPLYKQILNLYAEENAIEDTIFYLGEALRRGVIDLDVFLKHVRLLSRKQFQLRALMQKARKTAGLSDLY
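Tsg101 binding domain (10 uM final) was mixed with compound and a FITC-labeled PTAP peptide (50 nM final) in HEPES pH 7.5 buffer with NaCl, Tween 20, EDTA and TCEP; fluorescence polarization was read after 20 min at r.t.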
* hit, by the source's call; ? = inconclusive; nt = not tested or not shown; [ ] = dose if it differs, or a comment. Unless noted, calls come from the whole dose curve; as a rule, active = well fitted curve in the direction sought with a large enough effect; inconclusive = small, poorly fitted or top-dose-only effect, or another doubt; inactive = no such curve, though single readings can be large; an effect the other way counts as inactive or inconclusive.

SMILES	TRPV1 ag	S-ASM inh	ELG1 genotox	BRCA1 expr up	Eya2 phos inh	B2AR arrestin	uPA surface inh	USP2a block	p53 reactivation	a7 integrin act	PTAP TSG101 blk
CC(=O)Nc1ccc(-c2c(C)cc3oc(=O)cc(-c4ccccc4)c3c2C)cc1	nt	7%	0%	-37%	-5%	2.5%	?	1%	-9%	-1%	-1%
Cc1ccccc1OCC(=O)NNC(=O)Cn1[nH]c(=O)c2ccccc2c1=O	nt	1%	-1%	-21%	-13%	-0.2%	-1%	-6%	-5%	-38%	-1%
COc1ccc(-c2ccc3oc(-c4ccsc4)cc(=O)c3c2)cn1	nt	1%	?	?	7%	-0.2%	-5%	0%	17%	0%	-1%
COc1ccccc1C(=O)NCC(=O)NCCSc1ccc(Br)cc1	-1	-2%	-2%	1%	-11%	-0.4%	-5%	-1%	-1%	45%	-4%
O=C1CC(SCCO)C(=O)N1c1ccc(Oc2ccccc2)cc1 (centres undefined)	12	-3%	5%	65%	-1%	0.2%	-1%	-1%	-7%	-15%	-15%
CC(C)(C)n1nnnc1C(c1cccnc1)N1CCN(c2cccc(C(F)(F)F)c2)CC1 (centres undefined)	2	0%	-4%	-45%	-18%	3.1%	0%	3%	2%	?	-8%
Cc1ccc(C2SCC(=O)N2Cc2ccccc2)cc1 (centres undefined)	11	-3%	-2%	13%	12%	-0.3%	-10%	-1%	17%	0%	-8%
Cc1ccccc1NC(=O)CN1C(=S)NC(C)(C)CC1C (centres undefined)	0	7%	0%	-21%	4%	-1.0%	4%	5%	2%	-12%	-2%
CCc1cccc(C)c1NC(=O)CN(C)Cc1cccc(F)c1	15	-2%	0%	-43%	-1%	0.1%	-12%	6%	-9%	?	-1%
C=CCNC(=O)/C(=C\c1ccc(OC)cc1)NC(=O)c1ccc([N+](=O)[O-])cc1	2	1%	3%	-5%	-4%	0.0%	5%	4%	1%	-17%	0%
O=C(CSc1ncnc2ccccc12)c1cccs1	0	1%	?	-1%	-6%	0.0%	-6%	1%	?	-10%	-2%
Clc1ccc(-c2nn3c(C4COc5ccccc5O4)nnc3s2)cc1 (centres undefined)	2	?	-1%	1%	-8%	-0.7%	-1%	-1%	25%	1%	-6%
COc1ccc(C2CC(=O)N(C)c3ccccc3S2)cc1 (centres undefined)	?	-1%	18µM*	-28%	1%	0.0%	-14%	3%	2%	-19%	-6%
Cc1ccc(C(=O)CCNc2ccc(F)c(Cl)c2)o1	?	-1%	3%	0%	16%	-1.0%	-5%	1%	?	-24%	-6%
CCn1c(/C=C/Nc2ccccc2)[n+](CC)c2cc(Cl)c(Cl)cc21	0	79%[activator]	-8%	-67%	4%	-0.6%	-5%	-2%	-4%	-59%[inhibitor]	-6%
CCCCCOc1ccc2oc(=O)c3c(c2c1)CCCN3C(=O)CN1CCCC(C(=O)OCC)C1 (centres undefined)	?	-3%	-13%	-52%	-22%	-1.2%	3%	1%	-3%	-36%	2%
O=C(CCSCc1ccccc1F)NCCc1ccccc1	?	-1%	10%	7%	10%	-0.9%	-5%	5%	4%	-25%	-2%
CCC(=O)Nc1ccc(Cl)c(NC(=O)c2ccccc2OC)c1	8	1%	2%	7%	6%	0.2%	0%	1%	-2%	1%	-2%
COc1ccccc1NC(=O)CC12CC3CC(CC(Br)(C3)C1)C2	25	-19%	-6%	-2%	3%	-0.6%	-1%	-1%	-1%	7%	0%
Cc1ccc2oc3nc(C)c(C(=O)O)cc3c(=O)c2c1	-2	17%	24%	2.8µM*	10%	-0.5%	-5%	2%	4%	-19%	-10%
Cc1ccccc1NC(=O)Cc1nc(COC(=O)C(C)C)cs1	-2	3%	3%	0%	-1%	-0.7%	9%	-1%	-1%	?	-10%
Cc1ccc(CC(=O)N2CCN(c3ccccn3)CC2)cc1	-11	3%	12%	58%	-4%	-1.0%	-2%	1%	5%	-19%	-5%
O=C(NCc1cccs1)C1CCN(S(=O)(=O)c2cccc([N+](=O)[O-])c2)CC1	6	4%	2%	-15%	-5%	-0.9%	2%	3%	4%	0%	-5%
CCOC(=O)N1CCN(C(=O)c2ccc(CSc3ccc(Cl)cc3)cc2)CC1	10	-7%	-2%	-58%	-12%	-0.3%	-2%	-6%	13%	-59%[inhibitor]	1%
O=C(NCCCNC(=O)c1ccccc1)c1ccccc1	nt	0%	nt	0%	nt	nt	1%	nt	nt	-14%	-1%
Cc1ccc(C)c(NC(=O)C2(C)CC3c4ccccc4C2c2ccccc23)c1 (centres undefined)	nt	2%	0%	-6%	10%	-0.2%	-5%	0%	-5%	20%	-10%
CSc1nsc(SCC(=O)Nc2ccccc2C(N)=O)n1	0	3%	0%	-5%	-12%	-0.7%	4%	4%	-1%	36%	-9%
COc1cc2c(cc1OC)C(C)N(C(=O)/C=C/c1cc(OC)c(OC)c(OC)c1)CC2 (centres undefined)	0	-4%	0%	-41%	-18%	-0.6%	5%	5%	0%	-11%	0%
O=C(Nc1ccc2c(c1)OCCO2)c1cnc2n(c1=O)CCS2	3	-2%	9.2µM*	7.1µM*	-4%	1.8%	-9%	1%	?	-2%	0%
Cc1[nH]c(=O)c(C#N)c(C)c1CCC(=O)NCc1ccc(Cl)cc1	0	0%	6%	11%	-5%	-1.1%	1%	0%	2%	18%	0%
CCCCc1nc2ccccc2n1CC(=O)NN	0	2%	2%	-9%	-5%	-0.8%	4%	3%	-4%	2%	0%
C/C(=N\NC(=O)c1ccccc1F)c1cccc(NC(=O)c2ccccc2)c1	2	-4%	?	2%	-12%	-0.1%	-1%	6%	-2%	10%	0%
CC(=O)c1ccc(N(C(=O)c2ccco2)C(C(=O)NC2CCCC2)c2cccs2)cc1 (centres undefined)	1	5%	3%	-27%	2%	0.9%	-2%	-6%	-5%	4%	-4%
COCCCC1CCN(C(=O)C2CCC(=O)N(C3CCCC3)C2)CC1 (centres undefined)	-1	-1%	-1%	11%	3%	-0.3%	-3%	-2%	15%	-8%	0%
Cc1nc([N+](=O)[O-])cn1CC(=O)c1ccc(OC(F)(F)F)cc1	1	-1%	2%	6%	-4%	-0.7%	0%	5%	17%	8%	-18%
CCc1ccccc1NC(=O)CCc1nc(-c2cccs2)no1	5	3%	0%	26%	-20%	-0.2%	5%	4%	12%	15%	-8%
COc1ccccc1/C=N/NC(=O)c1ccc(NC(=O)c2cccc([N+](=O)[O-])c2)cc1	1	nt	-12%	nt	8%	0.1%	nt	3%	1%	nt	nt
CNC(=O)N(C1=NCC(C)(C)S1)c1ccc(F)c(Cl)c1	0	-6%	20%	-50%	-1%	0.3%	?	1%	-10%	-40%	-2%
COC(=O)c1ccc(CS(=O)(=O)c2ccccc2C)o1	-7	8%	-1%	0%	10%	0.2%	nt	0%	3%	4%	-3%
CC1Cc2ccccc2N1C(=O)C1CCCCN1S(=O)(=O)c1ccccc1 (centres undefined)	21	-1%	1%	-29%	-17%	-0.2%	nt	1%	-3%	-19%	-4%
COc1ccc(CCNC(=O)C2CCN(S(=O)(=O)c3cc(OC)ccc3OC)CC2)cc1	0	5%	-7%	-3%	-3%	-0.1%	3%	-1%	-4%	8%	0%
CCOC1(OCC)C(c2ccc(Cl)cc2)C(C#N)(C#N)C1(OCC)OCC (centres undefined)	14	-2%	-5%	-59%	-2%	0.5%	-10%	1%	8%	-59%[inhibitor]	-3%
COC(=O)c1sc2nc(C)nc(SCC(=O)C(C)(C)C)c2c1C	11	-5%	-3%	20%	-16%	0.5%	1%	6%	-1%	0%	8%
CCOC(=O)CN1C(=O)S/C(=C\c2ccc(-c3ccc(C(=O)O)c(Cl)c3)o2)C1=O	4	-4%	-2%	-3%	13%	-0.7%	4%	0%	nt	-3%	-4%
O=C(NC(=S)Nc1cccc2cc(O)ccc12)c1ccccc1Br	1	-5%	-16%	-42%	-18%	0.4%	1%	-1%	-5%	-18%	nt

Two of the compounds above, comma-delimited:
SMILES,TRPV1 ag,S-ASM inh,ELG1 genotox,BRCA1 expr up,Eya2 phos inh,B2AR arrestin,uPA surface inh,USP2a block,p53 reactivation,a7 integrin act,PTAP TSG101 blk
O=C(NCCCNC(=O)c1ccccc1)c1ccccc1,nt,0%,nt,0%,nt,nt,1%,nt,nt,-14%,-1%
Cc1ccc(C)c(NC(=O)C2(C)CC3c4ccccc4C2c2ccccc23)c1 (centres undefined),nt,2%,0%,-6%,10%,-0.2%,-5%,0%,-5%,20%,-10%

Compound activity from PubChem.
